EPAC2 antagonist: antagonists of human EPAC2; EPAC2 GEF exchange of Rap1B-BODIPY-GDP, fluorescence; Potency, µM (top dose mostly 114 µM), for inactives: at the top dose activity, negative = inhibition, most hits filed as inhibitors; 360,000 tested, 0.18% active; further: on the % scale 0 is the no-effect control and ±100 the full control effect; nearly all actives have a fitted effect of over 45% in size; many of its hits are not listed in these tables
Target sequence (Q8WZA2 whole entry, looked up): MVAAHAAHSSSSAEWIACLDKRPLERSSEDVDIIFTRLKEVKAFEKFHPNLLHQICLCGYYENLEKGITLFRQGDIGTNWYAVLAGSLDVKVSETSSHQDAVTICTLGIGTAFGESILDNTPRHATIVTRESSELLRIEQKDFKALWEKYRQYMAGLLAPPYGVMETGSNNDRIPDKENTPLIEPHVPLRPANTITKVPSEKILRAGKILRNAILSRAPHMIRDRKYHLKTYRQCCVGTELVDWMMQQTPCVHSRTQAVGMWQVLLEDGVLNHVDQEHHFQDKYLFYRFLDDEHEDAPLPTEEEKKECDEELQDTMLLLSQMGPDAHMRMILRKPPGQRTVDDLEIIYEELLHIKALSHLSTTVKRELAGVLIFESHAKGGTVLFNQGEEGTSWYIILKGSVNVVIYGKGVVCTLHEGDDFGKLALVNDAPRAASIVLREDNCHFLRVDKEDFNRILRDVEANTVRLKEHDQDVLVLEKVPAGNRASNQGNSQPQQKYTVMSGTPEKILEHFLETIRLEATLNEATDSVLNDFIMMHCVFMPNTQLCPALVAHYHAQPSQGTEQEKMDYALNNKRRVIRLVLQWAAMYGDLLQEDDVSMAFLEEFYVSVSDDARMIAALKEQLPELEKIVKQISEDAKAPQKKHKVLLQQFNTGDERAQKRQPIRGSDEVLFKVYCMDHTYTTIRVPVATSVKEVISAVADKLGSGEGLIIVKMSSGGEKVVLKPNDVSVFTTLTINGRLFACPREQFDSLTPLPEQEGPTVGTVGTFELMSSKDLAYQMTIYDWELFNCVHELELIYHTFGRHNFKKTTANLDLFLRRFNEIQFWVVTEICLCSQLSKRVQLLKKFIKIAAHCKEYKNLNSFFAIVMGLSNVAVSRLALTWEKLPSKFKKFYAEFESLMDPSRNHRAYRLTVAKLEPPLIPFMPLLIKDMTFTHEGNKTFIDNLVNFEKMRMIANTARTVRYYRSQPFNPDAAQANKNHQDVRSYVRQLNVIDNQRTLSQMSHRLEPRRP
ATXN viability: reduces viability in counter-screen for ATXN expression inhibitors; Potency, µM (titrated, usually from 56.7 µM), hits mostly cytotoxic; S2 cells (HEK-293 line with an ATXN2-luciferase reporter) viability, CellTiter-Fluor protease fluorescence, 24 h; AID 651635; 400,000 tested, 0.49% active; further: nearly all actives have a fitted effect of over 40% in size
Nrf2 inh: inhibitors of Nrf2 signaling; AID 504444; 360,000 tested, 2.1% active; Potency, µM (titrated, usually from 46 µM), without a hit: top-dose activity change, negative = inhibition, usual class: inhibitors; A549 ARE-Fluc reporter, luciferase luminescence, 18-24 h; further: on the % scale 0 is the no-effect control and ±100 the full control effect; nearly all actives have a fitted effect of over 60% in size
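A549 ARE_Fluc cells, 5000/well, 5% FBS OPTI-MEM; compounds in dose-response, 18-24 h at 37 °C/5% CO2; CellTiter-Fluor viability read (Ex 405/Em 525), then BugLite luciferase luminescence = Nrf2 activity.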
TGFb SMAD3 inh: TGF-b pathway inhibition; HepG2 CAGA-GFP TGF-b/SMAD3 reporter, GFP fluorescence, 18 h; TGF-beta stimulated, 500 pg/mL final; Potency, µM (top dose mostly 46.1 µM), for the others: at the highest dose activity, negative = inhibition, actives largely listed as inhibitors; 410,000 tested, 1.2% active; further: on the % scale 0 is the no-effect control and ±100 the full control effect; nearly all actives have a fitted effect of over 65% in size
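TGF-beta reporter screen: HEPG2 CAGA-GFP, 1% FBS, 500 pg/mL TGF-beta final, 18 h; per-cell GFP summed per well; curves fitted and categorized by class.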
ATXN2 expr inh: inhibitors of ATXN2 expression; 360,000 tested, 0.72% active; Potency, µM (titrated, usually from 57 µM), for inactives: at the highest dose activity change, negative = inhibition, most hits filed as inhibitors; HEK-293 ATXN2-luciferase reporter, luminescence, 24 h; further: on the % scale 0 is the no-effect control and ±100 the full control effect; nearly all actives have a fitted effect of over 55% in size
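qHTS (up to 57 uM final) was run with 24 h compound exposure of reporter cells at 37 °C. Each well was multiplexed: SteadyGlo luminescence measured ATXN2-luciferase expression after a fluorogenic Gly-Phe-AFC viability readout (25 uM final).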
A549 tox: counter-screen for Nrf2 inhibitors: cytotoxicity in A549 cells. A549 ARE-Fluc cells, CellTiter-Fluor viability, 18-24 h. Potency, µM (top dose mostly 46 µM), for the others: at the highest dose activity change, negative = cytotoxicity, hits mostly inhibitors. 390,000 tested, 0.16% active; further: on the % scale 0 is the no-effect control and ±100 the full control effect
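A549 ARE-Fluc cells in 5% FBS OPTI-MEM, 5000 cells/well, rested 2 h then exposed to compounds in concentration-response for 18-24 h at 37 °C. Viability by CellTiter-Fluor fluorescence (Ex 405/Em 525) after 30 min; luciferase luminescence (BugLite, 15 min, RT) read afterwards.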
Nrf2 ARE act: Nrf2 pathway activation. 410,000 tested, 0.31% active. Potency, µM (highest dose often 46.1 µM), for inactives: at the highest dose activation, most hits filed as activators. AID 624171. AREc32 ARE-luciferase reporter (MCF7-derived line), luminescence, 24 h; further: % of control where 0% means no effect; nearly all actives have a fitted effect of over 65% in size
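Reporter line AREc32 (ARE-Fluc), seeded overnight in OPTI-MEM with 5% FBS; compound pin-transferred, 24 hr at 37 deg C, 5% CO2; luminescent read-out.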
MCF10A rerep: inducers of DNA re-replication in MCF 10A breast cells | MCF 10A DNA re-replication, Hoechst nuclear intensity, 48 h | Potency, µM (titrated, usually from 46.1 µM), inactives show at the top dose activity, positive = re-replication, hits mostly activators | 350,000 tested, 2.9% active | AID 624296; further: % of control where 0% means no effect; nearly all actives have a fitted effect of over 50% in size
HepG2 viability: HepG2 cytotoxicity, counter-screen for TGF-b inhibitors | HepG2 CAGA-GFP viability, ATP luminescence, 18 h | 410,000 tested, 0.76% active | AID 588856 | Potency, µM (doses to about 46.1 µM), without a hit: top-dose activity change, negative = cytotoxicity, hits mostly cytotoxic; further: some results filed as inactive show a strong effect at the top dose
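CellTiter-Glo luminescence gave cytotoxicity after 18 hours at 37 degrees C. The cells were HepG2 CAGA-GFP in 1% FBS DMEM, stimulated with 500 pg/mL TGF-beta after compound addition. %Activity was normalised to no-cell wells (complete cell-killing) and DMSO (no toxicity), and curves were fitted and classified.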
* marks the source's active call; other numbers are inactive results; i = inactive; ? = inconclusive; . = not tested or not shown; [ ] = another dose, or the depositor's remark. The call rests on the fitted dose curve; in most records, active means well fitted curve in the direction sought with a large enough effect; inconclusive means small, poorly fitted or top-dose-only effect, or another doubt; inactive means no such curve, though single readings can be large; an effect the other way counts as inactive or inconclusive. Potency means the concentration at half of the fitted maximal effect. This is a subset; count on the stated rates, not on these rows.

SMILES	EPAC2 antagonist	ATXN viability	Nrf2 inh	TGFb SMAD3 inh	ATXN2 expr inh	A549 tox	Nrf2 ARE act	MCF10A rerep	HepG2 viability
CCOc1ccccc1NC(=O)CSc1nc2nc(-c3cccs3)cc(C(F)(F)F)c2c(=O)[nH]1	4%	i	?	?	.	?	2.1%	16µM*	-27%
CC(=O)N(C)c1nc(N)n(-c2ccccc2)n1	9%[57.1 µM]	i	-17%	-3%	.	1%	0.5%	-8%	14%
O=C(NCC1CCCO1)Nc1ccccc1 (configuration not stated)	7%	i	5%	33%[activator]	0%	1%	-0.3%	2%	-11%
COc1cccc(CNC(=O)[C@@H]2CCCN2C(=O)[C@H]2CCCCN2C(=O)c2ccccc2)c1	1%	i	.	.	1%	.	0.2%	.	.
Cc1c(Br)c([N+](=O)[O-])nn1CC(=O)NCCc1ccc(Cl)cc1	1%	i	-3%	-6%	.	12%	-0.6%	2%	-3%
CCOC(=O)/C(=C\c1cccc(O)c1)c1nc2sc(C)c(C)c2c(=O)[nH]1	-1%	?	?	?	16µM*	3%	?	2.3µM*	-61%
NS(=O)(=O)c1cccc(NC(=O)Nc2ccccc2)c1	9%	i	20%	10%	3%	-8%	1.3%	-1%	16%
CCC1Nc2ccccc2-c2nnc(SC)nc2O1 (configuration not stated)	-11%	i	19%	23%	1%	1%	3.8%	6%	4%
CC(Nc1nc(Cl)nc2nc[nH]c12)c1ccccc1 (configuration not stated)	.	.	?	-13%	.	-2%	.	.	-34%
CCOc1ccccc1NC(=O)CSc1cn(CC(=O)N2CCCCCC2)c2ccccc12	.	.	-20%	?	.	-4%	-0.5%	.	-12%
COCCNC(=O)C1CCN(S(=O)(=O)c2ccc3c(c2)OCCO3)CC1	0%	i	-4%	25%	-2%	-8%	0.2%	-2%	-6%
CC(/C=N/NC(=O)c1ccc2nc(C)[nH]c2c1)=C\c1ccccc1	-3%	i	-12%	?	1%	9%	2.3%	?	-53%
O=C(Cc1cccc(C(F)(F)F)c1)Nc1cc(S(=O)(=O)N2CCOCC2)ccc1N1CCCC1	3%	?	-35%	-4%	-5%	-9%	14%	?	-1%
CC(=O)n1cc([C@H]2C=C(C(=O)NCc3ccccc3)O[C@@H](OCCCCO)C2)c2ccccc21	-20%	?	13%	-21%	7%	-4%	7.3%	?	-7%
CC1(Oc2ccccc2)CCN(Cc2ccc(-c3ccccn3)cc2)C1 (configuration not stated)	-2%	i	.	-24%	3%	.	1.0%	.	-42%
CCOC(=O)C(=NC(C)C)NNc1cc(Cl)ccc1Cl	-12%	i	13%	7%	-6%	3%	3.6%	16µM*	1%
CC(C)(C)c1ccc(C(=O)NNc2ccc(F)cc2F)cc1	4%	i	10%	0%	5%	-7%	-0.8%	1%	-59%
COc1ccc(NC(=O)CSCC(=O)Nc2ccccc2C(=O)N2CCCCC2)cc1	0%	?	1%	0%	-20%	-3%	-0.2%	-4%	-6%
CC1=C(C(=O)Nc2ccccc2C)C(c2ccncc2)n2nc(SCc3ccccc3)nc2N1 (configuration not stated)	.	i	2%[9.27 µM]	-3%	11%	-7%	0.2%	.	6%
CC(C)n1c(/N=C/c2ccccc2O)nc2ccccc21	-13%	i	-19%	1%	-18%	3%	-0.6%	13%	0%

Rewritten as labelled records: 3 of the compounds above
molecule: CCOc1ccccc1NC(=O)CSc1cn(CC(=O)N2CCCCCC2)c2ccccc12
  EPAC2 antagonist: . | ATXN viability: . | Nrf2 inh: -20% | TGFb SMAD3 inh: ? | ATXN2 expr inh: . | A549 tox: -4% | Nrf2 ARE act: -0.5% | MCF10A rerep: . | HepG2 viability: -12%
molecule: COCCNC(=O)C1CCN(S(=O)(=O)c2ccc3c(c2)OCCO3)CC1
  EPAC2 antagonist: 0% | ATXN viability: i | Nrf2 inh: -4% | TGFb SMAD3 inh: 25% | ATXN2 expr inh: -2% | A549 tox: -8% | Nrf2 ARE act: 0.2% | MCF10A rerep: -2% | HepG2 viability: -6%
molecule: O=C(Cc1cccc(C(F)(F)F)c1)Nc1cc(S(=O)(=O)N2CCOCC2)ccc1N1CCCC1
  EPAC2 antagonist: 3% | ATXN viability: ? | Nrf2 inh: -35% | TGFb SMAD3 inh: -4% | ATXN2 expr inh: -5% | A549 tox: -9% | Nrf2 ARE act: 14% | MCF10A rerep: ? | HepG2 viability: -1%

(list continues)
SMILES	EPAC2 antagonist	ATXN viability	Nrf2 inh	TGFb SMAD3 inh	ATXN2 expr inh	A549 tox	Nrf2 ARE act	MCF10A rerep	HepG2 viability
CCC(C)c1ccccc1NC(=O)C1CCCO1 (configuration not stated)	-1%	i	7%	3%	2%	0%	0.6%	-12%	-12%
CCCNC(=O)c1ccc(N2CC3CC(C2)c2cccc(=O)n2C3)c(NC(=O)Nc2ccc(CC)cc2)c1 (configuration not stated)	-16%	i	-26%	-2%	-12%	-3%	-0.2%	?	6%
Cc1ccc(NS(=O)(=O)c2cc(C(=O)NCc3ccccn3)ccc2Cl)cc1C	-3%	i	?	-10%	1%	-2%	-0.2%	-8%	3%
Cc1ccc(C(=O)NCC#N)cc1	0%	i	-2%	-3%	.	-2%	-0.5%	-7%	6%
N#Cc1c(NC(=S)NC(=O)c2ccccc2)sc2c1CCCC2	2%	i	18%	-6%	41%[activator]	-10%	6.2%[9.22 µM]	?	4%
COc1ccc(C(=O)Oc2ccc(C(=S)N3CCOCC3)cc2)cc1	9%	i	0%	-2%	-3%	0%	1.5%	0%	-5%
Cc1cc(N2CCCCC2)nc2ccc(NC(=O)c3ccc(F)cc3)cc12	.	?	?	?	?	-23%	-0.7%	.	-33%
CCC(=O)N1CCC1(C)C(=O)Nc1cccc2cccnc12 (configuration not stated)	0%	?	.	13%	2%	.	-0.6%	.	5%
CCn1c(=O)cc(OCC(=O)Nc2ccc3c(c2)OCCO3)c2ccccc21	17%[57.1 µM]	i	?	-14%	20%	2%	5.5%	1%	-8%
C[C@@H]1COC(=O)[C@H](NC(=O)OCC2c3ccccc3-c3ccccc32)C/C=C\C[C@@H](CC(=O)N[C@H](CO)Cc2ccccc2)C(=O)N1	9%	i	0%	-29%	-8%	-12%	-0.3%	?	-49%
CCOC(=O)C1(C)NC(c2ccc(O)cc2)C2C(=O)N(c3ccccc3)C(=O)C21 (configuration not stated)	10%	i	1%	12%	.	-2%	-0.1%	7%	4%
CC1CCN(c2ccc3c(c2)S(=O)(=O)c2cccc(C(=O)NC4CCCCC4)c2C3=O)CC1	5%	i	7%	13%	-12%	-1%	-0.2%	?	0%
CCOc1cc(/C=N/NC(=O)c2ccc3c(c2)OCCO3)cc(Br)c1O	12%	.	27%	-17%	13%	-6%	7.1%	-6%	-38%
CC(=O)Nc1c(-c2ccc(F)cc2)nc2ccccn12	10%	?	-5%	10%	7%	1%	-0.7%	1%	12%
O=C(O)c1ccc(OCC(O)Cn2cnc3ccccc32)cc1 (configuration not stated)	-2%	i	-2%	-5%	2%	-3%	-0.6%	8%	-2%
COc1ccc(Cc2nc3ccc(C(=O)N4CCCCC4CCO)cc3o2)cc1 (configuration not stated)	2%	i	-5%	6%	15%	-8%	1.6%	1%	-4%
COc1cccc(/C=C/C(=O)OCC(=O)Nc2ccccc2Sc2ccccc2)c1	-24%	i	-1%	-2%	4%	-1%	2.5%	?	-14%
Brc1ccc(-c2csc(-c3ccncc3)n2)cc1	8%	?	?	5%	32%[activator]	0%	22%	21%	2%
COc1ccccc1NS(=O)(=O)c1cccc(C(=O)N2CCCCCCC2)c1	3%	?	-1%	0%	-19%	-8%	0.3%	0%	-15%
CSc1ccc(CN2CCC(CO)(CCOc3ccccc3)CC2)cc1	0%	?	5%	?	.	12%	2.3%	8%	-83%
CCN(Cc1ccccc1)C(=O)c1ccc2c(=O)n3c(nc2c1)CCC3	-1%	i	0%	-44%	4%	1%	-0.5%	23%	5%
Cc1ccccc1NC(=O)c1onc2c1CCCC2	1%	i	?	-10%	66%[activator]	2%	3.1%	3%	-47%
COc1ccccc1-c1noc(-c2ccccc2C(=O)Nc2cccnc2)n1	5%	i	4%	-6%	3%	-4%	4.8%	7%	-8%
Cc1ccccc1C(=O)Nc1ccccc1N1CCN(C(=O)c2ccccc2)CC1	0%	i	-15%	0%	-7%	-5%	2.5%	5%	-2%
Cc1cccc(C(=O)OCC(=O)N2CCCCCC2)c1O	-10%	i	18%	4%	44%[activator]	2%	-0.2%	-3%	2%
CC(=O)Nc1ccc(Nc2cc(N3CCOCC3)c3nonc3c2[N+](=O)[O-])cc1	-3%	?	?	6%	-19%	?	-0.7%	?	-13%
CC(C)OCCCNC(=O)C1CCN(S(=O)(=O)N2CCCC2)CC1	3%	i	-1%	4%	.	-11%	-0.2%	2%	-1%
CSc1nnc2c(n1)OC(c1ccsc1)N(C(C)=O)c1ccccc1-2 (configuration not stated)	-5%	i	1%	-3%	-7%	-13%	-0.1%	1%	0%
CC(C)CN(C(=O)COC(=O)c1nc(Cl)ccc1Cl)C1CCS(=O)(=O)C1 (configuration not stated)	-3%	i	21%	13%	-14%	3%	4.5%	-3%	-19%
Cc1cc(N(C)C)c(C#N)c(N2CCCCC2)n1	-1%	i	-1%	-10%	-14%	-5%	0.2%	18%	-20%
COc1ccc(C(=O)Nc2ccncc2)c(OC)c1	4%	i	-12%	0%	-5%	0%	0.4%	8%	7%
COc1cc(/C=C2\SC(=S)N(NC(=O)c3ccc(O)c(OC)c3)C2=O)ccc1O	-13%	?	-1%	27%	76%[activator]	-1%	5.8%	15%	-21%
Nc1ccc(C23CC4CC(CC(O)(C4)C2)C3)cc1	-8%	i	.	33%	-8%	1%	-3.4%	4%	-15%
CN(CC(=O)Nc1ccccc1Br)C(=O)C(Cc1ccccc1)NC(=O)c1ccccc1 (configuration not stated)	18%	?	-15%	-15%	-10%	-17%	-0.2%	11%	19%
COc1ccccc1CNC(=O)c1cc(S(=O)(=O)N2CCN(c3ccccc3)CC2)ccc1Cl	21%	?	-21%	?	-10%	5%	-0.7%	0%	1%
CCOC(=O)[C@H]1[C@H]2COc3cc(OC)ccc3[C@@H]2N2C(=O)CN(Cc3ccc(Cl)cc3)C(=O)[C@@]12C	1%	i	17%	1%	-1%	2%	3.4%	-15%	4%
O=C(Nc1ccc(Cl)cn1)C1CCCN(c2ncnc3c2nc2n3CCCCC2)C1 (configuration not stated)	-13%	i	?	-7%	?	-14%	0.3%	2%	1%
